NOD2 inhibition – NOD2 signaling inhibitors, cell-based, luminescence, uHTS, HEK293 (AID 1566); HEK293 NOD2/NF-kB luciferase reporter, luminescence; higher % means a stronger effect; inhibition, % at 4 µM, or EC50 in µM where a hit was titrated; 0.63% of 290,000 active; further: many of its hits are not listed in these tables
NOD1 inhibition – inhibition of NOD1-driven NF-kB reporter – cell-based, luminescence, uHTS, primary screen (AID 1578); NOD1-driven NF-kB luciferase reporter cells, luminescence; higher % means a stronger effect; 1% of 290,000 active; inhibition, % at 4 µM; hits with a dose series show EC50 in µM; in the data active means inhibition mostly above about 36%, no sharp cut-off; inactive means mostly below about 34%;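 further: HEK-293T reporter cells stimulated with the NOD1 agonist gamma-tri-DAP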
NS5 inhibitors – flavivirus cap methylation enzyme inhibition – biochemical, confirmation dose response, primary screen (AID 588689); 0.3% of 340,000 active; Dengue-2 NS5 methyltransferase capping enzyme assay, biochemical; higher % means a stronger effect; inhibition, % at 25 µM; hits with a dose series show IC50 in µM; in the data active means a potency from the dose series; inconclusive means inhibition above about 29% without an active follow-up result
West Nile virus CPE – West Nile virus antiviral activity, cell-based, CPE readout (AID 1621); 0.02% of 290,000 active; CPE inhibition, % at 10 µM, or IC50 in µM where a hit was titrated; West Nile virus-infected cells, CPE inhibition; higher % means a stronger effect; in the data active means a potency from the dose series; inconclusive means CPE inhibition mostly from about 3.7% at the one dose, without a potency; inactive means the rest, 99 in 100 with CPE inhibition below about 2.2%; further: strong numbers were not always called active
KOR beta-arrestin-1 – kappa opioid receptor activators – cell-based, luminescence, uHTS, primary screen (AID 1777); KOR beta-arrestin recruitment, luminescence; higher % means a stronger effect; activation, % at 10 µM; hits with a dose series show EC50 in µM; 0.02% of 280,000 active; in the data active means activation above about 50%, passing the limit was not always enough; further: a part of the inactive calls stands beside numbers as strong as those of hits
HIV fusion peptide – cell-free HIV fusion peptide-binding blockers – biochemical, uHTS, fluorescence dequenching, primary screen (AID 1986) | one-dose inhibition, % at 20 µM; IC50 in µM for titrated hits | cell-free peptide binding, fluorescence dequenching, 30 min; higher % means a stronger effect | 0.3% of 290,000 active; in the data active means inhibition mostly above about 52%, no sharp cut-off; inactive means mostly below about 76%; further: some results filed as inactive read as strong as hits
AID2073 – inhibitors of Mint1-CaV2.2 protein interaction, biochemical, HTRF (AID 2073); 0.19% of 290,000 active; HTRF protein-protein interaction, Mint1-CaV2.2; higher % means a stronger effect; one-dose inhibition, % at 20 µM; IC50 in µM for titrated hits; in the data active means inhibition mostly above about 51%, no sharp cut-off; inconclusive means no clear call, values can overlap the other calls; inactive means mostly below about 53%; further: some results filed as inactive read as strong as hits
KOR beta-arrestin-2 – kappa opioid receptor blockers – cell-based, luminescence, uHTS (AID 1778) | KOR beta-arrestin recruitment, luminescence, antagonist mode; higher % means a stronger effect | one-dose inhibition, % at 10 µM; IC50 in µM for titrated hits | 0.091% of 290,000 active; further: strong numbers were not always called active
Yfh1-depleted yeast – enhancers of respiration in Yfh1-depleted yeast, dose response, Friedreich's ataxia, plus single-dose screen (AID 1465); S. cerevisiae Yfh1-off respiration, WST-1 reduction, 72 h; higher fold induction means a stronger effect; one-dose fold induction at 50 µM; EC50 in µM for titrated hits; 0.074% of 220,000 active;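 active means fold induction of absorbance versus untreated yeast above a set limit, then at least 30% activation at any dose in follow-up; inconclusive means repeats straddling the limit, or above it without dose testing; inactive means fold induction below the set limit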;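 further: activators that raise dye reduction in frataxin-depleted yeast; strong numbers were not always called active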
NS5 inhibitors pilot replicate – also measured in NS5 inhibitors; calls as there; inhibition, %; measured here: pilot screen replicate inhibition
* hit, by the source's call; i = inactive; u = inconclusive; x = no result given; [ ] = dose if it differs, or a comment. Unless noted, no stated cut-off is given here; in the data, active means inhibition above about 50%; inactive means the rest. These rows are one share of the data; count on the stated rates, not on these rows.

SMILES	NOD2 inhibition	NOD1 inhibition	NS5 inhibitors	West Nile virus CPE	KOR beta-arrestin-1	HIV fusion peptide	AID2073	KOR beta-arrestin-2	Yfh1-depleted yeast	others
O=C(c1ccccc1F)n1c2c(c3ccccc31)CCCC2	2%	-5%	1%	2.6%	-3.2%	-2.1%	-2%	-13%	x
COc1ccc(S(=O)(=O)N2CCCc3ccccc32)cc1[N+](=O)[O-]	0%	-2%	-4%	0.8%	-3.0%	-1.5%	0%	29%	x
Cc1ccc(N2CC(C(=O)NCCCn3ccnc3)CC2=O)cc1 (configuration not stated)	12%	-10%	0%	0.2%	-2.6%	-0.1%	-1%	4%	i	NS5 inhibitors pilot replicate=-6.7
Cc1ccccc1CC1S/C(=N/N=C/c2ccco2)NC1=O (configuration not stated)	-13%	-4%	x	-0.1%	5.4%	-0.3%	7%	-42%	x
COc1ccccc1NC(=O)CSc1nncn1-c1ccccc1	-4%	-24%	-5%	0.6%	-3.4%	1.2%	-10%	22%	x
CC(=O)NNS(=O)(=O)c1scc(S(=O)(=O)c2ccc(Cl)cc2)c1C	8%	-9%	-1%	-0.5%	2.0%	0.3%	2%	2%	x
Cc1cc(C)c2c(=O)n(CC(=O)N3CCC(N4CCCCC4)CC3)sc2n1	-1%	-2%	-8%	0.1%	9.8%	1.2%	16µM*	-6%	i
COc1ccc(C(=O)COC(=O)CCNS(=O)(=O)c2ccccc2)cc1Br	-4%	-8%	-3%	-0.1%	14%	1.5%	-4%	-22%	x
CC1(C(=O)N2CC3(CC(c4ccccc4)=NO3)C[C@H]2C(=O)NCC(N)=O)CC1 (some centres not stated)	10%	20%	7%	0.2%	2.0%	-1.6%	-2%	18%	i
O=C(COc1ccccc1Cl)Nc1ccccc1C(=O)Nc1cccc(C(=O)O)c1	6%	-19%	3%	0.3%	-1.7%	6.3%	0%	15%	x
CCC(C)[C@H](NC(=O)C1CCC(CNC(=O)[C@@H]2CCCN2C(=O)OC(C)(C)C)CC1)C(=O)O (some centres not stated)	3%	4%	-4%	0.1%	4.9%	2.8%	8%	3%	x
O=C(COc1ccc([N+](=O)[O-])cc1)NC(C(=O)O)C(O)c1cccc([N+](=O)[O-])c1 (configuration not stated)	2%	-27%	-3%	0.5%	-0.1%	0.2%	u	13%	i
CCCC(=O)C1CCN(Cc2ccccc2)CC1	11%	-18%	-6%	0.1%	-1.7%	9.2%	5%	13%	i
Cc1cccc(N(C(=O)c2sc(C)nc2C)C(C(=O)NCc2ccco2)c2ccccc2)c1 (configuration not stated)	12%	-5%	-7%	0.3%	-5.3%	1.5%	16%	17%	i
Cc1ccc(-c2noc(CN3C(C)CCCC3C)n2)cc1 (configuration not stated)	-3%	-2%	-5%	-0.1%	-3.4%	-0.2%	-3%	-56%	i
S=c1[nH]nc(-c2ccccc2)n1CC1CCCO1 (configuration not stated)	8%	15%	-8%	0.0%	6.7%	-2.7%	-23%	-83%	i
COc1ccc(C)cc1NC(=O)C(Sc1ccccc1)c1ccccc1 (configuration not stated)	8%	-8%	x	-0.1%	-3.5%	-0.8%	3%	-7%	i
COC(=O)c1sc(S(=O)(=O)N2CCCCC2C(=O)O)c(C(=O)OC)c1C (configuration not stated)	-1%	-10%	-7%	0.1%	-0.9%	-1.2%	-10%	-14%	i
Cc1ccc(SCCOCCN2CC(C)OC(C)C2)cc1 (configuration not stated)	-80%	2%	0%	-0.3%	-1.9%	-2.4%	9%	12%	i
CCOC(=O)C1CCCN(C(=O)c2ccc(OC)c([N+](=O)[O-])c2)C1 (configuration not stated)	13%	3%	2%	0.1%	7.6%	-0.4%	-4%	18%	i
Cc1nn(CC(=O)NCCCN2CCC(N3CCCCC3)CC2)c(=O)c2cc(-c3ccccc3)nn12	-19%	-18%	-3%	1.2%	-2.0%	-0.5%	0%	-23%	x
O=C1C(=O)N(CNc2cccnc2)c2ccccc21	8%	25%	-8%	-0.2%	13%	-2.2%	1%	-150%	i
CCOC(=O)CNC(=O)C1Cc2ccccc2CN1S(=O)(=O)c1cccs1 (configuration not stated)	10%	-33%	-7%	0.0%	-10%	0.8%	4%	-14%	i
Cc1cccc(-n2c3nc(=O)[nH]c(=O)c-3cc3c(C)nn(-c4ccccc4)c32)c1C	11%	-19%	0%	0.6%	2.9%	0.8%	18%	4%	i
O=C(COc1ccccc1)NCCSCc1ccc(Cl)cc1	8%	-20%	1%	-0.9%	0.8%	1.0%	4%	6%	i

2 records picked at random from the list so far, as already listed:
SMILES	NOD2 inhibition	NOD1 inhibition	NS5 inhibitors	West Nile virus CPE	KOR beta-arrestin-1	HIV fusion peptide	AID2073	KOR beta-arrestin-2	Yfh1-depleted yeast	others
CCOC(=O)C1CCCN(C(=O)c2ccc(OC)c([N+](=O)[O-])c2)C1 (configuration not stated)	13%	3%	2%	0.1%	7.6%	-0.4%	-4%	18%	i
Cc1nn(CC(=O)NCCCN2CCC(N3CCCCC3)CC2)c(=O)c2cc(-c3ccccc3)nn12	-19%	-18%	-3%	1.2%	-2.0%	-0.5%	0%	-23%	x

Some of these compounds in order of length of the SMILES, rising:
SMILES	NOD2 inhibition	NOD1 inhibition	NS5 inhibitors	West Nile virus CPE	KOR beta-arrestin-1	HIV fusion peptide	AID2073	KOR beta-arrestin-2	Yfh1-depleted yeast	others
CCCC(=O)C1CCN(Cc2ccccc2)CC1	11%	-18%	-6%	0.1%	-1.7%	9.2%	5%	13%	i
O=C1C(=O)N(CNc2cccnc2)c2ccccc21	8%	25%	-8%	-0.2%	13%	-2.2%	1%	-150%	i
O=C(COc1ccccc1)NCCSCc1ccc(Cl)cc1	8%	-20%	1%	-0.9%	0.8%	1.0%	4%	6%	i
Cc1ccc(-c2noc(CN3C(C)CCCC3C)n2)cc1 (configuration not stated)	-3%	-2%	-5%	-0.1%	-3.4%	-0.2%	-3%	-56%	i
O=C(c1ccccc1F)n1c2c(c3ccccc31)CCCC2	2%	-5%	1%	2.6%	-3.2%	-2.1%	-2%	-13%	x
Cc1ccccc1CC1S/C(=N/N=C/c2ccco2)NC1=O (configuration not stated)	-13%	-4%	x	-0.1%	5.4%	-0.3%	7%	-42%	x
Cc1ccc(N2CC(C(=O)NCCCn3ccnc3)CC2=O)cc1 (configuration not stated)	12%	-10%	0%	0.2%	-2.6%	-0.1%	-1%	4%	i	NS5 inhibitors pilot replicate=-6.7
CCOC(=O)CNC(=O)C1Cc2ccccc2CN1S(=O)(=O)c1cccs1 (configuration not stated)	10%	-33%	-7%	0.0%	-10%	0.8%	4%	-14%	i
CC(=O)NNS(=O)(=O)c1scc(S(=O)(=O)c2ccc(Cl)cc2)c1C	8%	-9%	-1%	-0.5%	2.0%	0.3%	2%	2%	x
Cc1cccc(-n2c3nc(=O)[nH]c(=O)c-3cc3c(C)nn(-c4ccccc4)c32)c1C	11%	-19%	0%	0.6%	2.9%	0.8%	18%	4%	i
O=C(COc1ccc([N+](=O)[O-])cc1)NC(C(=O)O)C(O)c1cccc([N+](=O)[O-])c1 (configuration not stated)	2%	-27%	-3%	0.5%	-0.1%	0.2%	u	13%	i
CCC(C)[C@H](NC(=O)C1CCC(CNC(=O)[C@@H]2CCCN2C(=O)OC(C)(C)C)CC1)C(=O)O (some centres not stated)	3%	4%	-4%	0.1%	4.9%	2.8%	8%	3%	x

Later entries:
SMILES	NOD2 inhibition	NOD1 inhibition	NS5 inhibitors	West Nile virus CPE	KOR beta-arrestin-1	HIV fusion peptide	AID2073	KOR beta-arrestin-2	Yfh1-depleted yeast	others
COc1ccc(OCC(O)CN2CC(C)OC(C)C2)cc1 (configuration not stated)	11%	14%	-5%	0.0%	-1.8%	-0.8%	16%	-20%	x
COC(=O)c1cccc(NC(=O)NC(=O)c2ccc(Cl)cc2)c1	-69%	12%	x	u	1.9%	-2.5%	-6%	40%	i
COc1cc(C(=O)NC(=S)NC(C)C)cc(OC)c1OC	2%	-6%	-1%	-0.8%	4.0%	-0.1%	-4%	-38%	i
O=C(CCn1cccc1)Nc1ccccc1F	-1%	-1%	-8%	0.3%	1.1%	-0.3%	-5%	-11%	i
N/C(=N\OC(=O)CC(c1ccccc1)c1ccccc1)c1cccnc1	-4%	15%	-2%	-0.1%	x	1.7%	-1%	-3%[20 µM]	i
COc1ccccc1CNC(=O)c1n[nH]c2ccccc12	-24%	-5%	-2%	-0.3%	2.1%	0.0%	11%	-9%	i
Cc1ccc(NC(=O)C(C)N2C(=O)C3C4CC(C(Br)C4Br)C3C2=O)cc1 (configuration not stated)	6%	7%	-5%	-0.3%	-0.7%	-2.1%	4%	-4%	i	NS5 inhibitors pilot replicate=-0.6
Cc1cc(C)cc(N(CC(=O)NCc2ccco2)C(=O)CCC(=O)Nc2nccs2)c1	-7%	-41%	10%	-0.1%	x	0.3%	8%	-9%[20 µM]	i
CC/C=C/C(=O)N1CC2(CC(c3cccc(NC(=O)CC(c4ccccc4)c4ccccc4)c3)=NO2)C[C@@H]1C(N)=O (some centres not stated)	21%	0%	-14%	0.3%	1.9%	0.8%	8%	24%	i
CC(NC(=O)C1CCN(S(=O)(=O)N2CCCCCC2)CC1)c1ccccc1 (configuration not stated)	2%	4%	-7%	2.2%	-2.1%	18%	-8%	-15%	i
CC(C)C[C@H](NC(=O)OC(C)(C)C)C(=O)N1CCC(C(=O)N[C@@H](Cc2ccccc2)C(=O)O)CC1	7%	-14%	1%	x	6.0%	1.2%	8%	13%	x
O=c1c2ccccc2[nH]c(=S)n1Cc1ccccc1Cl	24%	-6%	-3%	0.0%	-3.4%	0.9%	13%	4%	x
CC(C)C(=O)NC(=S)Nc1c(Cl)ccc2nsnc12	-9%	-6%	8%	-0.5%	-2.4%	-0.4%	-7%	20%	i
NC(=O)[C@@H]1CCCNc2c(I)cc([N+](=O)[O-])cc2C(=O)N[C@@H](CO)C(=O)NCC(=O)N1	-2%	-32%	x	-0.8%	1.3%	2.0%	-39%	-8%	i
COc1ccc(NC2CCCN(C(=O)CSc3ccncc3)C2)cc1 (configuration not stated)	6%	-13%	-2%	-0.3%	-4.5%	-1.6%	-9%	9%	x
CCCCNC(=O)/C(=C/c1ccco1)NC(=O)c1ccco1	26%	-22%	3%	-0.1%	1.2%	0.5%	10%	-16%	x	NS5 inhibitors pilot replicate=-1.8
CNS(=O)(=O)c1cccc(C(=O)OC2CCOC2=O)c1 (configuration not stated)	-6%	-16%	0%	0.2%	-1.9%	-1.4%	6%	-3%	x
O=C(Cn1c(=O)n(CC2CCCO2)c(=O)c2ccccc21)N1CCN(c2ccccc2)CC1 (configuration not stated)	-5%	-2%	-8%	0.5%	0.7%	-0.5%	-6%	22%	i
Cc1ccc(-c2cc(=O)c3cc(Cl)ccc3[nH]2)cc1	-100%	-18%	x	x	-2.8%	1.0%	13%	-16%	x
COc1cccc(-n2cc(C(=O)NCCCOC(C)C)c3ccccc3c2=O)c1	21%	0%	2%	-0.2%	-6.0%	-0.7%	2%	-2%	x
Cc1cccc(C(=O)NNS(=O)(=O)c2ccc(F)cc2)c1O	13%	-12%	x	1.2%	-1.4%	-0.2%	11%	-13%	x

Screening results: PubChem, several laboratories
